NPYLR7 agonist = mosquito NPYLR7 agonism. HEK293T NPYLR7/Galpha15, GCaMP6s calcium fluorescence. activation, % at 10 µM. 270,000 tested, 0.15% active; in the data active means activation above about 40%;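 further: 0% = vehicle and 100% = reference agonist at the receptor; some compounds past the cut are filed as inactive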
hcGAS inh = inhibitors of human cGAS. 290,000 tested, 0.081% active. AID 1259398. inhibition, % at 12.5 µM. recombinant h-cGAS, ATP depletion, Kinase-Glo luminescence. Q8N884;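 further: 0% = vehicle reaction and 100% = reaction without DNA for no activity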
Target sequence (Q8N884 whole entry, looked up): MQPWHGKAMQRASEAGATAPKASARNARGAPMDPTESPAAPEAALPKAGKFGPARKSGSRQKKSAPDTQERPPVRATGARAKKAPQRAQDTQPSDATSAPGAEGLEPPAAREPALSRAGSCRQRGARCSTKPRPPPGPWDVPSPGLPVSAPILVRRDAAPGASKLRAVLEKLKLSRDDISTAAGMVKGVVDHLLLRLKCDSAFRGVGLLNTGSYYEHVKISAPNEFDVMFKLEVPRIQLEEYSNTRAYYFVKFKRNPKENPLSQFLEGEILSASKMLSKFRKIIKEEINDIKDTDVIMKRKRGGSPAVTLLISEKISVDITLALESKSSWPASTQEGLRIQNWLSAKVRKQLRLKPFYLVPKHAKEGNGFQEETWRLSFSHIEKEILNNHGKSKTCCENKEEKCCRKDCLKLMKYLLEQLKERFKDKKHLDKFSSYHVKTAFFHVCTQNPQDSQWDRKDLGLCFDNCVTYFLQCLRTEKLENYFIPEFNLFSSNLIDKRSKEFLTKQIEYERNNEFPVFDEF
mcGAS inh = inhibitors of mouse cGAS; Q8C6L5; recombinant cGAS, Kinase-Glo ATP depletion luminescence; inhibition, % at 12.5 µM; 160,000 tested, 0.15% active;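 further: 0% = negative control wells and 100% = reference inhibitor with no enzyme activity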
* marks the source's active call; other numbers are inactive results; . = not tested or not shown. Unless noted, no stated cut-off is given here; in the data, active means inhibition above about 40%; inactive means the rest. The order is random; overall some 0.29% were active at least once.

Values run as follows: NPYLR7 agonist | hcGAS inh | mcGAS inh
COCCN(Cc1ccc(C)cc1)CC1CCCN(C2Cc3ccccc3C2)C1 (stereo unspecified)
    -7 | 6 | .
O=C1CC(c2ccccc2)Cc2nc3nc(-c4ccccc4)nn3cc21 (stereo unspecified)
    1 | -9 | .
C=C(C)Cn1c(=O)c2c(nc3n(CCO)c(C)cn23)n(C)c1=O
    -7 | -5 | .
CCOC(=O)N1CCN(Cc2nc3c(c(=O)n(C)c(=O)n3C)n2Cc2cccc3ccccc23)CC1
    0 | -3 | .
Cc1ccc(N2C(=O)C(c3c(C)[nH]n(C(C)(C)C)c3=O)=C(N3CCC(C)CC3)C2=O)cc1
    23 | -4 | -2
COCCNC(=O)C1(C)CCCN(CCSc2ccccc2)C1 (stereo unspecified)
    6 | 0 | -1
O=C1OC(c2ccccc2Cl)=N/C1=C\C=C\c1ccccc1
    -4 | -3 | .
COc1cccc(CN(Cc2ccc(F)cc2)CC(O)COc2ccccc2)c1 (stereo unspecified)
    39 | -4 | 76*
CCOC(=O)c1c(N)sc2c1C1CCN2CC1
    29 | 3 | .
Cc1nnc(NC(=O)/C=C/c2cccc([N+](=O)[O-])c2)s1
    3 | -7 | -5
CC(C)(C)Cc1nnc(C2CCCN(C(=O)C3CCCC3)C2)o1 (stereo unspecified)
    -6 | -6 | -8
Cc1nc(N2CCC(C)CC2)ncc1-c1cc(=O)[nH]c(N2CCN(C)CC2)n1
    2 | -3 | -7
CN(Cc1ccccc1)CC(O)Cn1cnc2sccc2c1=O (stereo unspecified)
    2 | -14 | .
Cc1nccc(NCc2ccccc2CS(=O)(=O)NC(C)C)n1
    -1 | -7 | -16
NC1CCCN(c2cnc3ccccc3n2)CC1 (stereo unspecified)
    8 | -5 | .

Some of the entries above in another layout:
> Cc1nc(N2CCC(C)CC2)ncc1-c1cc(=O)[nH]c(N2CCN(C)CC2)n1
  NPYLR7 agonist: 2
  hcGAS inh: -3
  mcGAS inh: -7

> CN(Cc1ccccc1)CC(O)Cn1cnc2sccc2c1=O (stereo unspecified)
  NPYLR7 agonist: 2
  hcGAS inh: -14
  mcGAS inh: .

(cont.)
Values run as follows: NPYLR7 agonist | hcGAS inh | mcGAS inh
NCC(=O)Nc1ccc(-c2cc3ccccc3o2)cc1F
    0 | 1 | .
C=CCn1c(NCc2ccc3c(c2)OCO3)nc2ccccc21
    9 | -2 | -2
O=C(NC1CCCc2ccccc21)C1CC(=O)N(C2CC2)C1 (stereo unspecified)
    8 | -7 | -4
CC(O)[C@@H](NC(=O)C1(c2ccccc2)CCN(C(=O)OC(C)(C)C)CC1)C(=O)O (stereo partly specified)
    0 | -7 | .
CCN1C(=O)/C(=C2/C=Cc3cc(OC)ccc3N2CC)SC1=S
    -7 | -8 | .
CCOc1ccc(Nc2cc(C(=O)N3CCSCC3)nc3cc(OC)c(OC)cc23)cc1
    34 | 4 | .
c1ccc(-n2nc(C3CC3)nc2-c2cccc(-n3cnnc3)c2)cc1
    20 | -7 | .
CCOc1ccc(S(=O)(=O)N2CCN(C(=O)CCC(=O)c3ccc(SC)cc3)CC2)cc1
    1 | -7 | -6
CCc1cccc(NC(=O)c2ccc(S(=O)(=O)NCC(C)O)cc2)c1 (stereo unspecified)
    1 | -4 | .
COc1ccccc1-c1noc2nc(OCc3cc(C)on3)ccc12
    18 | -8 | -5
CCCOc1ccc(Br)cc1-c1cc(-c2ccc(Cl)cc2)[nH]c1-c1ccncc1
    -8 | -3 | .
COc1ccc(Cn2cnc3cnc(-c4ccc(N)nc4)cc32)cc1OC
    7 | -2 | -7
CC(CCCC(C)(C)O)CCN1CCC2(CC1)C(=O)NCCCN2C (stereo unspecified)
    -6 | -4 | .
CN(C)CCCN(C(=O)CCc1ccccc1)c1nc2c(F)cc(F)cc2s1
    4 | -3 | -7
COc1ccc(C=CC(=O)Nc2nnc(C)s2)cc1OC
    -6 | 6 | .
O=C(CC1CCCC1)NCC(CO)Cc1ccc(F)cc1 (stereo unspecified)
    5 | -3 | .
CCC1CCCCN1c1ccn2c(=O)[nH]nc2n1 (stereo unspecified)
    -1 | -1 | .
CC(=O)c1ccccc1NC(=O)CSc1ncnc2sc3c(c12)CCC3
    -4 | -4 | -4
COc1cc(OC)cc(-c2cn(S(=O)(=O)c3ccc(C)cc3)nc2N)c1
    3 | -7 | .
Cc1cccc(CN(CCN(C)C)C(=O)C2CCc3cn[nH]c3C2)c1 (stereo unspecified)
    20 | -7 | .
NC(=O)c1ccc(C(=O)OCc2c(Cl)nc3sccn23)cc1
    11 | -7 | .
CC(NC(=O)CN1CN(c2ccccc2)C2(CCN(C(=O)c3ccc(Cl)cc3)CC2)C1=O)c1ccccc1 (stereo unspecified)
    . | -12 | -9
CC(C)(C)CC(=O)N1CCNC(=O)C1(C)C
    . | -10 | -7
CC(C)(CNc1ncnc2ccc(F)cc12)S(C)(=O)=O
    2 | -10 | .
Cc1cccnc1CN1CCN(Cc2c(CO)cnc(C)c2O)CC1
    7 | -7 | .
COC(=O)CN1N=C(C(=O)N2CCCC2)S(=O)(=O)c2ccccc21
    -8 | 0 | .
CN1CCC(CN2CCN(CCC(=O)Nc3cccnc3)CC2)CC1
    -7 | 1 | -4
CCOC(=O)c1cc2c(=O)n3ccccc3nc2n(C(C)C)c1=NC(=O)c1ccco1
    6 | -6 | .
CN(CCNS(C)(=O)=O)c1ccc2ccc(F)cc2n1
    1 | 0 | .
Cc1nn(-c2ccccc2)c(-c2ccccc2)c1C(=O)N(C)Cc1ccccc1
    27 | -8 | -3

The listing continues:
SMILES | NPYLR7 agonist | hcGAS inh | mcGAS inh
CC1CN(c2c(F)c(N)c3c(=O)c(C(=O)O)cn(C4CC4)c3c2F)C[C@H](C)N1 (stereo partly specified) | -6 | -3 | .
COc1ccc(CN(CC2CCCO2)C(=O)c2ccccc2F)cc1OS(=O)(=O)c1ccc(NC(C)=O)cc1 (stereo unspecified) | . | 2 | 0
O=C(Nc1cccc(NC(=O)C2CC2)c1)c1ccccc1 | 0 | -12 | .
O=C(Cc1c(F)cccc1Cl)N1CCC(Cn2ccnc2)CC1 | -1 | -10 | .
Cc1cc(C)c(S(=O)(=O)Nc2ccc3oc(C)nc3c2)c(C)c1 | -4 | -9 | .
CC(c1ccc2c(c1)OCCO2)N(C)C(=O)CCc1nnc(-c2ccc3c(c2)OCO3)o1 (stereo unspecified) | 3 | -5 | .
COc1ccccc1COCC(O)CN1CCN(C)CC1c1ccccc1 (stereo unspecified) | 5 | -13 | .
O=C(c1ccc(Cl)cc1Cl)N1CCN(C(C(=O)N2CCc3ccccc3C2)C2CCCC2)CC1 (stereo unspecified) | -5 | 1 | .
Cc1ccsc1CN(Cc1ccc2c(c1)OCO2)C(=O)CN(C(=O)c1cccs1)C(C)C | . | -9 | -8
O=C(NCc1ccncc1)c1nn(-c2ccc(Cl)cc2)c(=O)n(Cc2cccc(F)c2)c1=O | 15 | -5 | -6
C#CCO[C@@H]1CCN(S(=O)(=O)c2cccs2)[C@H](C(=O)N[C@H](C)C(N)=O)C1 | -4 | -6 | -6
CN(CCCc1ccccc1)C(=O)c1cc(CN2CCC(O)CC2)on1 | -8 | 1 | -6
COC(=O)CCNc1cccc2c1C(=O)c1c(NCCC(=O)OC)cccc1C2=O | -9 | -8 | -8
O=C1NCCN(C(=O)c2ccc(-c3ccco3)cc2)C1Cc1ccccc1 (stereo unspecified) | -2 | -8 | .
CCOC(=O)C1CCN(CC(=O)N2N=C(c3cc(C)ccc3C)CC2c2ccc(C)cc2)CC1 (stereo unspecified) | -11 | 3 | 1
COc1ccc2c(C)c(C(=O)NCCc3cnc[nH]3)oc2c1 | . | -7 | -12
CCCn1nccc1C(=O)NC[C@@H]1CCNC[C@H]1O | -3 | -4 | .
Cc1[nH]ncc1CNC(C(=O)N1CCOCC1)c1ccccc1 (stereo unspecified) | 1 | -10 | .
COC(CNC(=O)C(NC(=O)c1cccs1)C(C)C)c1ccc(Cl)cc1 (stereo unspecified) | 2 | 3 | .
O=C(Oc1coc(CSc2ncccn2)cc1=O)C1CC(=O)N(c2ccc(F)cc2)C1 (stereo unspecified) | -23 | 0 | 0

Full records, quoted from the list. Order of screens: NPYLR7 agonist, hcGAS inh, mcGAS inh
Record of CC(c1ccc2c(c1)OCCO2)N(C)C(=O)CCc1nnc(-c2ccc3c(c2)OCO3)o1 (stereo unspecified) : 3, -5, .
Record of O=C(c1ccc(Cl)cc1Cl)N1CCN(C(C(=O)N2CCc3ccccc3C2)C2CCCC2)CC1 (stereo unspecified) : -5, 1, .
Record of COc1ccc(CN(CC2CCCO2)C(=O)c2ccccc2F)cc1OS(=O)(=O)c1ccc(NC(C)=O)cc1 (stereo unspecified) : ., 2, 0

Following part
SMILES | NPYLR7 agonist | hcGAS inh | mcGAS inh
O=C(c1cccnc1Cl)N1CCN(C/C=C/c2ccccc2)CC1 | -2 | -2 | .
CCOc1ccccc1C1CC(=O)Nc2c1ccc1c(O)cccc21 (stereo unspecified) | -9 | -6 | .
Cn1c(=O)c2c(nc(CN3CCC(Cc4ccccc4)CC3)n2CCN2CCOCC2)n(C)c1=O | 0 | -2 | -7
COc1ccccc1C1SCC(=O)N1CCN1CCN(C(=O)c2cccc(F)c2)CC1 (stereo unspecified) | 6 | -6 | -5
CCOCCCN(CC(=O)N(Cc1cccn1Cc1ccccc1Cl)CC(C)C)S(=O)(=O)/C=C/c1ccccc1 | 8 | -2 | -2
N#Cc1ccc(N2CCOC3(CCCC3)C2)nc1 | -1 | -13 | .
Cc1nc2c(C)cccn2c(=O)c1NC(=O)Nc1ccc2c(c1)OCO2 | 15 | -3 | -8
Cc1cc(=O)oc(C)c1C(=O)NC1CCCCCCC1 | 24 | -8 | .
CN1CCOC(CCNC(=O)C(C)(C)NC(=O)c2cccs2)C1 (stereo unspecified) | 1 | -2 | -11
O=C(Nc1nccs1)c1ccccc1S(=O)(=O)N1CCCCC1 | 1 | -6 | .
COc1ccc(CCNC(=O)c2cccnc2N2CCN(C(=O)c3cc(F)cc(F)c3F)CC2)cc1OC | 17 | -1 | -7
CSc1nc(=O)cc(N)n1-c1ccc(C)cc1 | 2 | -3 | -6
CC1CCN(c2ccc(NC(=O)C(C)(C)CCl)cc2C(=O)NCc2ccc(F)cc2)CC1 | -1 | -8 | -7
C=CCN(Cc1nc2sc(C)c(C)c2c(=O)[nH]1)CC(O)CN1CCOCC1 (stereo unspecified) | 15 | -3 | -5
COC(=O)[C@@H]1C[C@@H](NC(=O)c2cc(-n3cccn3)ccc2Cl)CN1C | 29 | -7 | -18
CCOC(=O)c1ccc(NC(=O)CSc2nc(=O)n(CCCN(C)C)c3c2CCC3)cc1 | -2 | -6 | 0
COc1ccc2sc(SCc3csc(Cc4ccc(C)cc4)n3)nc2c1 | 2 | -2 | -4
CCN1CCCC1CNS(=O)(=O)c1c(C(=O)N2CCCCC2)c(C)n(C)c1C (stereo unspecified) | . | 0 | -1
COc1ccc(-c2csc(-n3nc(C)cc3NC(=O)c3ccco3)n2)cc1OC | -6 | -1 | -3
COc1cccc(C(=O)N2CCC3(CC2)NC(=O)c2ccc(Cl)cc2N3)c1 | -2 | 3 | -1
Cc1nc(NC(=O)CC2CCCC2)sc1-c1nccn1C(F)F | -12 | -12 | .
COc1ccccc1N1CCN(C(=O)c2cccc([N+](=O)[O-])c2)CC1 | 1 | -5 | .
COc1cc(NS(=O)(=O)NCc2ccccc2)cc(OC)c1 | 6 | -5 | .
O=C(CCN1Cc2ccccc2C1=O)N1CCC2(CCCN(Cc3ccc(F)cc3)C2)C1 (stereo unspecified) | 2 | -7 | .
Cc1ccc(CNC(=O)Cn2c(CO)cnc2SCc2cccc(C(F)(F)F)c2)cc1 | 10 | -9 | .
CCC(Nc1nccc(-c2ccc(C)nc2C)n1)c1cc(C)ccn1 (stereo unspecified) | 18 | -6 | .
COc1ccccc1NC1=CC(=O)N(CCO)C1=O | 6 | -1 | .
CCCCc1ccc(NC(=O)COc2cc(=O)n(-c3ccccc3C)nc2C(=O)OCC)cc1 | 6 | -1 | .
Cc1ccn2cc(Cn3nc(C4CCCNC4)n(-c4ccccc4)c3=O)nc2c1 (stereo unspecified) | 3 | -2 | -9
CCOc1ccccc1N1CCN(C(=O)c2cc(-c3ccc(F)cc3)n(-c3ccccc3)c2C)CC1 | -5 | -10 | -6
COCc1cc(C)nc(OCC(=O)N/N=C\c2ccc(O)c([N+](=O)[O-])c2)c1C#N | 4 | -3 | -6
CCc1nc2ncc3c(=O)n(N)ccc3n2n1 | 2 | -14 | .
O=S(=O)(Cc1ccon1)N1CC2(CCCC2)c2ccccc21 | -4 | -2 | .
O=C(COc1ccc([N+](=O)[O-])cc1)NCc1ccc2c(c1)OCO2 | 1 | -10 | .
O=C(CN1CCc2ccccc2C1)Nc1nc(-c2cc3ccccc3o2)cs1 | 5 | -6 | .
COc1ccc(-n2c(Cc3c(C)n[nH]c3C)n[nH]c2=O)c(C)c1 | 1 | 0 | -7
CN(C(=O)c1ccco1)C1CCS(=O)(=O)C1 (stereo unspecified) | 2 | -8 | .
COc1cc(OC)c(NC(=O)C2CC3C=CC2C3)cc1F (stereo unspecified) | 1 | -9 | .
COc1ccc(S(=O)(=O)Oc2ccccc2CN(CC(C)C)C(=O)C2CCC2)cc1 | 16 | -4 | -4
O=C(Cc1cccnc1)Nc1cc(CCc2ccccc2)[nH]n1 | 8 | -8 | .
COCC(C)NC(=O)c1cnn2c1NC(c1ccccc1)CC2C(F)(F)F (stereo unspecified) | -7 | -4 | -5
CCC(C)N(Cc1ccncc1)Cc1ccc(NC(C)=O)cc1 (stereo unspecified) | 21 | -8 | .
Cc1cc(N2C(=O)C3CC=CCC3C2=O)no1 (stereo unspecified) | 8 | 6 | 3

Of the compounds above, these contain a COOH group.
SMILES | NPYLR7 agonist | hcGAS inh | mcGAS inh
CC(O)[C@@H](NC(=O)C1(c2ccccc2)CCN(C(=O)OC(C)(C)C)CC1)C(=O)O (stereo partly specified) | 0 | -7 | .
CC1CN(c2c(F)c(N)c3c(=O)c(C(=O)O)cn(C4CC4)c3c2F)C[C@H](C)N1 (stereo partly specified) | -6 | -3 | .

Screening data from PubChem.
